STAT3 inh: IL-6 driven STAT3 reporter inhibitors, primary screen, U3A cells, luciferase, luminescence, MLSCN library. IL-6 STAT3-luciferase reporter; host cell line lacks STAT1. inhibition, % at 5.5 µM. 190,000 tested, 0.89% active;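 active = inhibition above the mean inhibition across all screened compounds plus 3 SD, cut at about 44% in these data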;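 note: 0% = DMSO only wells and 100% = 100 µM nifuroxazide control wells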
STAT1 act: STAT1 signaling activators, primary screen, cell-based, HTS, luciferase reporter | NIH 3T3 STAT1-luciferase reporter, IFN-gamma, luminescence; 100% = IFN-gamma alone, no compound | 200,000 tested, 2.6% active | activation (% of control), % at 5.5 µM;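 active = activation above the screen-wide mean activation plus 3 SD, cut at about 130% in these data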;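 note: raw ratio to IFN-gamma control signal so 100% means no change and 0% no light; values of inactives mirror those of a sister screen read the other way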
RAM inhibit: inhibitors of the yeast RAM network, primary screen, dse1pr::URA3 reporter, 5-FOA selection; AID 868, 2007; S. cerevisiae dse1pr::URA3 reporter, 5-FOA growth OD615, 2 d; analog-sensitive cbk1-as2 kinase mutant strain; inhibition, % at 50 µM; 190,000 tested, 1.8% active;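 active = inhibition above a set limit, 3 SD over mean compound inhibition, cut at about 8.4% in these data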;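 note: 0% = DMSO-only wells with no growth and 100% = 10 µM 1-NA-PP1 full growth; inhibition rescues growth on 5-FOA so higher OD means more RAM inhibition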
NF-kB expr up: activators of NF-kB expression in neurons, primary screen, cell-based, HTS; human neuronal cells, NF-kB reporter expression; stronger effect = higher value; fold change at 12.5 µM; 190,000 tested, 1.6% active; AID 1239, 2008; in the data active = fold change above about 3.3
Hsp70 activator: Hsp70 transcriptional activators, primary screen, cell-based, HeLa, Hsp70 promoter luciferase, luminescence, 10 µM; activation, % at 10 µM; 200,000 tested, 0.04% active; HeLa Hsp70 promoter luciferase reporter; scaled: vehicle 0, proteasome-inhibitor control 100%;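 active = activation above the mean across all tested compounds plus 3 SD, cutoff set per campaign, cut at about 5.5% in these data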;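 note: 100% = MG132 at 30 µM as the positive control and 0% = DMSO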
APP transl inh: inhibitors of APP translation via 5'UTR reporter, primary screen, APP 5'UTR luciferase, SH-SY5Y cells. inhibition, % at 2 µM. 190,000 tested, 0.82% active. AID 1285, 2008. SH-SY5Y APP 5'UTR-luciferase reporter, luminescence;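 active = inhibition above a set limit, derived from the sample mean plus 3 SD, cut at about 45% in these data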; note: values of inactives mirror those of a sister screen read the other way
STAT3 activator: IL-6 driven STAT3 reporter potentiators, primary screen, U3A cells, luciferase, luminescence, MLSCN library | AID 871, 2007 | 190,000 tested, 0.91% active | activation (% of control), % at 5.6 µM | IL-6 STAT3-luciferase reporter; 100% = signal with IL-6 EC80 alone;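 active = activation above the screen-wide mean of compound activation plus 3 SD, cut at about 130% in these data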;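 note: 0% = background luminescence of wells with medium and substrate only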
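Test system: Human STAT1-deficient U3A cells with stable STAT3-luciferase reporter | Also added: Interleukin-6, 33 ng/mL | Timing: Compound pre-incubation 1 h before IL-6, then 6 h stimulation at 37 °C | Technique: Luciferase reporter luminescence | Read-out: Percent of IL-6-only median luminescence | Benchmarks: IL-6-only wells as 100% reference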
STAT1 blocker: STAT1 signaling inhibitors, primary screen, cell-based, HTS, luciferase reporter | NIH 3T3 STAT1-luciferase reporter, IFN-gamma, luminescence | 200,000 tested, 0.35% active | AID 920, 2007 | inhibition, % at 5.5 µM;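 active = inhibition above a set limit, the mean inhibition across all tested compounds plus 3 SD, cut at about 34% in these data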;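 note: 0% = IFN-gamma with DMSO and 100% = IFN-gamma with 300 µM nifuroxazide; values of inactives mirror those of a sister screen read the other way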
APP 5'UTR act: activators of APP 5'UTR luciferase reporter, primary screen, SH-SY5Y cells; 190,000 tested, 1% active; SH-SY5Y APP 5'UTR luciferase reporter, luminescence; zero percent = DMSO vehicle wells; activation, % at 2 µM;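 active = activation above a set limit, based on mean plus 3 SD of controls, cut at about 140% in these data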; note: values of inactives mirror those of a sister screen read the other way
FLuc inh counter: firefly luciferase enzyme inhibitors, primary screen, artefact control for luciferase-based inhibitor screens, biochemical, luminescence, ATPLite; inhibition, % at 10 µM; 10 min; 200,000 tested, 1.5% active; Luciferin 4-monooxygenase (Photinus pyralis), P08659;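 active = inhibition above about 50% when tested at 10 µM, limit read from the data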
Target sequence (P08659 whole entry, looked up): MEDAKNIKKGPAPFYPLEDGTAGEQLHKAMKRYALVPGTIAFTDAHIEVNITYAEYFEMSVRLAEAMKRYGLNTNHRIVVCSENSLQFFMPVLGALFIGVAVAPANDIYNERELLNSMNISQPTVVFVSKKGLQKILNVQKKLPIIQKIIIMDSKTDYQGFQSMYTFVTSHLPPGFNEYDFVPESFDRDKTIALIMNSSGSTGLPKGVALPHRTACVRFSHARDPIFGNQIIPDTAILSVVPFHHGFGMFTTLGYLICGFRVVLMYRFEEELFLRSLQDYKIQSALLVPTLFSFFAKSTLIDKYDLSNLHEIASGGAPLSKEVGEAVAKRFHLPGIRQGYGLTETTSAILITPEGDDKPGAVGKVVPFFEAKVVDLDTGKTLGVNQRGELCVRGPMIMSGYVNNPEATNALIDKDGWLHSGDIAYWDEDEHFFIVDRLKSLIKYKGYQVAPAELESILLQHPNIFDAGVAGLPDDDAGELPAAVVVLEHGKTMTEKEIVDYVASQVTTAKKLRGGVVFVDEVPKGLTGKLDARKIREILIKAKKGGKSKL
* hit, by the source's call; nt = no result given.

SMILES	STAT3 inh	STAT1 act	RAM inhibit	NF-kB expr up	Hsp70 activator	APP transl inh	STAT3 activator	STAT1 blocker	APP 5'UTR act	FLuc inh counter
O=C(NCC1CCCO1)C1CCC(CNS(=O)(=O)c2ccccc2)CC1 (configuration not stated)	-4	102	-0.1	1.5	-0.6	-16	106	-3	16	-6
CCOc1ccc(Nc2nnc(Cc3ccc(OC)cc3)c(=O)[nH]2)cc1	0	98	0.0	1.2	-0.3	12	103	1	-12	-5
CCOC(=O)C1=C(C)NC(C)=C(C(=O)OCC)C1C(=O)OCC(=O)NC	1	109	1.7	1.1	-0.4	14	103	-8	-14	-9
COc1ccc(CCNC(=O)CSCc2ccc([N+](=O)[O-])cc2)cc1	5	97	0.2	0.99	-0.1	1	98	4	-1	-3
S=c1[nH]nc(COc2ccc(Cl)cc2)n1Cc1ccccc1	9	93	4.4	1.3	0.0	-1	96	8	1	-11
Cn1c(C(=O)NCCN2CCc3ccccc3C2)cc2c(=O)n(C)c3ccccc3c21	2	95	0.2	0.62	-0.2	-3	106	5	3	-8
O=C1CC(C(=O)NC2CCCCC2)C2(CCCCC2)O1 (configuration not stated)	28	103	0.5	1.2	-0.2	0	84	-5	0	-10
O=C(Cc1ccccc1[N+](=O)[O-])Nc1ccc2c(c1)OCCO2	11	117	2.2	1.1	-0.3	-27	94	-19	27	10
C#CCSc1nc(Cc2ccc(Cl)cc2)nc2ccccc12	3	100	8.6*	1	-0.3	-8	98	0	8	-5
COC(=O)/C=C1/S/C(=N/N=C/c2ccc(N(C)C)cc2)NC1=O	1	102	1.1	1.1	-0.4	-15	98	-2	15	4
Cc1cc(N/C=C/C(=O)c2cccc3ccccc23)no1	22	108	5.6	1.2	-0.1	-13	85	-9	13	-8
CCn1c(SCC(=O)Nc2nc(-c3ccccc3)cs2)nnc1-c1ccccc1	7	100	3.2	0.87	0.5	-2	96	0	2	-1
O=C(CSc1nnc(-c2ccc(NS(=O)(=O)c3ccccc3)cc2)o1)NCC1CCCO1 (configuration not stated)	13	101	0.7	1.1	-0.4	-2	97	-1	2	-10
COc1ccc(C(=O)Cn2nnc(-c3ccccc3F)n2)cc1	6	102	1.6	1.6	-0.3	-25	98	-2	25	-5
COC(=O)N/N=C(\C)c1cccc(C(F)(F)F)c1	8	104	0.1	1.2	0.3	-5	95	-4	5	-1
Fc1ccccc1-c1nc2ncccc2o1	18	110	1.6	1.3	0.0	-10	86	-13	9	4
CCN(CC)CCN(C(=O)C1=COCCO1)c1nc2cc3c(cc2s1)OCO3	5	98	-0.1	1.1	-0.2	-3	106	1	3	-2
Cc1ccc(S(=O)(=O)Nc2cccc(N(C)S(C)(=O)=O)c2)cc1[N+](=O)[O-]	1	88	-0.4	nt	-0.2	2	104	13	-2	0
NC(=O)SCC(=O)Nc1cccc(Cl)c1	9	99	2.0	1.1	-0.2	-14	95	1	15	1
CCOC(=O)c1[nH]c2ccc(OC)cc2c1NC(=O)CCN1CCc2ccccc2C1	-3	94	1.1	0.68	-0.2	10	107	6	-10	-7

Two records picked at random from those above, as already listed:
SMILES	STAT3 inh	STAT1 act	RAM inhibit	NF-kB expr up	Hsp70 activator	APP transl inh	STAT3 activator	STAT1 blocker	APP 5'UTR act	FLuc inh counter
COC(=O)N/N=C(\C)c1cccc(C(F)(F)F)c1	8	104	0.1	1.2	0.3	-5	95	-4	5	-1
Cc1cc(N/C=C/C(=O)c2cccc3ccccc23)no1	22	108	5.6	1.2	-0.1	-13	85	-9	13	-8

Following part.
SMILES	STAT3 inh	STAT1 act	RAM inhibit	NF-kB expr up	Hsp70 activator	APP transl inh	STAT3 activator	STAT1 blocker	APP 5'UTR act	FLuc inh counter
CC(NCc1ccccc1O)c1ccccc1 (configuration not stated)	-2	97	-0.9	0.92	1.1	25	103	0	-25	0
CC(=O)NC(CCS(C)(=O)=O)C(=O)Nc1cc(C)ccc1C (configuration not stated)	0	88	-0.5	1.2	-0.2	-10	100	14	10	-3
CCC(=O)Nc1cccc(NC(=S)NC(=O)c2ccccc2Cl)c1	17	111	2.5	1.8	-0.2	5	94	-12	-5	-4
N#C/C(=C\c1ccccc1C(F)(F)F)C(=O)Nc1ccccc1	-5	103	2.5	1.2	-0.5	-12	100	-3	12	-7
COc1ccc(S(=O)(=O)N2CCCC(C(=O)NC3CCCCC3)C2)cc1 (configuration not stated)	4	101	2.3	1.4	0.0	6	100	-1	-6	0
COC(=O)NNC(=O)c1ccc(C)cc1	2	104	1.4	1.1	0.1	-14	101	-4	14	4
Cc1cc(NC(=O)CSc2nnc(C(C)N(C)C)n2-c2ccc(F)cc2)no1 (configuration not stated)	0	102	1.2	1.4	-0.4	-12	102	-3	12	-6
COc1cc(NC(=O)CN(C)Cc2cccc(F)c2)c(C)cc1[N+](=O)[O-]	14	103	-0.1	1.4	-0.2	-1	90	-3	1	0
Cc1cccc(Nc2nc(N)nc(CN3CCN(c4ccccc4F)CC3)n2)c1	20	102	nt	nt	0.5	-6	89	-2	6	nt
CCn1c(=N)c(S(=O)(=O)c2ccc(C)cc2)cc2c(=O)n3ccccc3nc21	0	95	0.9	0.8	0.1	-13	105	5	13	-8
COc1ccc(NC(=O)CCN2CCCC2)c(OC)c1	3	99	0.6	1.2	-0.1	11	100	-1	-11	-2
COc1ccc(C2=NCCNC(C(F)(F)F)=C2)cc1	0	79	3.5	1.1	1.1	11	104	20	-11	-4
Cc1cc2nc(C)n(CCCNC(=O)Nc3cccc4ccccc34)c2cc1C	17	87	0.5	0.55	-0.2	-1	84	14	1	-8
N/C(Cc1ccc(Cl)cc1Cl)=N\OC(=O)Cc1ccccc1	18	94	-1.0	1.2	-0.2	-7	84	7	7	4
COc1cccc(C(C)NC(=O)Nc2cccc(C(F)(F)F)c2)c1 (configuration not stated)	-4	95	4.1	0.96	0.0	-1	104	6	1	0
Cc1ccc(S(=O)(=O)N2CCC(C(=O)N[C@H](C(=O)NCc3ccco3)C(C)C)CC2)cc1	3	95	4.4	1.1	-0.2	2	100	6	-2	-4
CC(C)(C)NC(=O)COC(=O)CCC(=O)c1ccc(Cl)cc1	2	94	0.0	0.95	-0.1	-19	102	6	19	-4
Nc1ccccc1-c1nnc(-c2ccc(-c3ccccc3)cc2)o1	-14	128	3.5	2.5	-0.2	-46	110	-31	46	39
O=C(N/N=C/c1cccc([N+](=O)[O-])c1)C1CC(=O)N(c2ccc(Cl)cc2)C1 (configuration not stated)	13	100	1.8	1.1	0.0	-8	96	3	8	0
CC(C)Nc1nc(Cl)nc(N(C#N)CN2C(=O)c3ccccc3C2=O)n1	-16	98	-0.6	1.1	-0.2	4	114	2	-4	-7
O=C(OCc1c(Cl)cccc1Cl)c1cnccn1	5	106	3.1	0.93	-0.4	2	100	-7	-2	-6
O=C1CCN(S(=O)(=O)c2ccc(Cl)cc2)N1	15	104	1.6	1.1	0.1	4	97	-4	-4	-4
CC1CCCC(NC(=O)c2cccc(N3CCCC3=O)c2)C1C (configuration not stated)	1	123	0.4	1.9	-0.2	-16	104	-22	16	2
CC1CCN(C(=O)N[C@@H](Cc2ccccc2)C(=O)O)CC1	13	102	0.6	1.1	-0.2	-14	93	0	14	-8
COC(=O)N/N=C(\C)c1ccc(Br)cc1	8	112	1.0	1.5	-0.3	16	95	-14	-16	9
COC(=O)N/N=C/c1cc(Cl)cc(Cl)c1OCc1ccccc1	-1	104	5.6	1.1	-0.2	11	103	-5	-11	-7
O=C(CSc1nc2c(sc3ccccc32)c(=O)n1CCCN1CCCC1)NCC1CCCO1 (configuration not stated)	3	92	1.0	1.2	-0.1	13	97	8	-13	-3
Cc1ccc(NC(=S)Nc2c(C)n(C)n(-c3ccccc3)c2=O)cc1Cl	11	93	2.7	1.2	0.0	-15	91	8	15	-5
C#CCn1c(-c2ccccc2)ccc(C#N)c1=O	-2	101	0.9	0.91	0.1	-9	108	-2	9	-1
CCn1nnnc1SCC(=O)Nc1nc2ccc(OC)cc2s1	3	118	1.9	1.6	-0.3	-7	101	-23	7	7
CCNc1nnc(-c2ccccc2OC)s1	13	105	1.6	1.5	-0.1	-9	94	-6	9	5
CCOc1ccc(NC(=O)C2CC(=O)N3CCCN=C3S2)cc1 (configuration not stated)	-5	103	0.2	1.1	-0.1	10	104	-4	-10	-6
CC(C)COc1ccccc1C(=O)NC(CO)C(=O)O (configuration not stated)	5	98	0.4	1.2	0.0	1	96	2	-1	-4
CCCCN(C(=S)Nc1ccc(F)cc1)c1c(N)n(CCC)c(=O)[nH]c1=O	10	96	1.2	1.3	-0.2	1	98	3	-1	-7
CC1=CC(C)C(C(=O)O)C(C(=O)N2CCN(C)CC2)C1 (configuration not stated)	11	111	2.0	1.2	-0.2	14	98	-11	-14	4
C1CNCCOCCNCCN1	10	102	0.9	0.57	-0.2	8	101	-2	-8	-6
CCOC(=O)C1=C(C)NC(=O)NC1c1ccc(N(CC)CC)cc1 (configuration not stated)	20	97	1.6	1.1	0.5	-21	91	4	21	-4
COC(=O)c1cc(=O)cc(C(=O)OC)o1	8	90	-0.1	0.98	-0.1	-7	96	9	7	-4
Cc1ccc(OCCn2cnc(Cl)c2Cl)cc1	25	105	-0.2	1.4	-0.1	-11	80	-8	11	-9
O=S(=O)(Nc1ncccc1O)c1ccc(Cl)cc1	15	99	0.9	1.2	-0.3	4	91	1	-4	-3
C#CCn1c(=NC(=O)c2ccc(Br)s2)sc2cc(NC(C)=O)ccc21	8	101	1.1	1.1	-0.2	-4	95	-1	4	-5
O=C(NCc1ccccc1F)c1ccc2c(c1)OCO2	0	99	4.0	1.3	-0.3	-3	105	1	3	1
Clc1ccccc1Cc1noc(CN2CCN(c3cnccn3)CC2)n1	1	98	0.3	1.2	-0.1	-2	110	2	2	-5
CCCc1cc(=O)oc2cc(C)cc(OC(=O)c3ccco3)c12	9	108	3.5	0.91	-0.3	0	97	-9	0	-6
COc1ccc(NC(=O)CC2C(=O)N(c3ccc(OC)cc3)C(=O)N2Cc2ccc(OC)c(OC)c2)cc1 (configuration not stated)	8	100	2.0	0.97	0.1	-1	97	-3	1	-8
Cc1cc(OCCN2CCCC2)cc(C(C)C)c1	32	94	1.9	0.88	-0.2	9	77	6	-9	-8
O=C(NCCc1ccncc1)Nc1ccc(Cl)cc1	-4	96	0.5	1.2	-0.2	7	104	1	-7	-1
O=S(Cc1cc(Sc2ccccc2)nc(-c2ccccc2)n1)c1ccccc1 (configuration not stated)	11	107	7.8	0.88	0.0	nt	96	-7	nt	-7

Among those listed so far, these contain a furan ring, fused or not:
SMILES	STAT3 inh	STAT1 act	RAM inhibit	NF-kB expr up	Hsp70 activator	APP transl inh	STAT3 activator	STAT1 blocker	APP 5'UTR act	FLuc inh counter
Cc1ccc(S(=O)(=O)N2CCC(C(=O)N[C@H](C(=O)NCc3ccco3)C(C)C)CC2)cc1	3	95	4.4	1.1	-0.2	2	100	6	-2	-4
CCCc1cc(=O)oc2cc(C)cc(OC(=O)c3ccco3)c12	9	108	3.5	0.91	-0.3	0	97	-9	0	-6

Compound activity from PubChem BioAssay.
